PLC-beta3 inh: PLC-beta3 (human) inhibition, primary screen | Q01970 | Purified PLC-beta3, fluorogenic substrate, fluorescence | inhibition, % at 12.2 µM | actives 0.18% (n = 370,000) | AID 720704; in the data active means inhibition above about 11%;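 further: 0% = median of compound wells on plate and 100% = full blocker control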
PLCg1 inh: blocks human PLC-gamma1 enzyme activity. purified PLC-gamma1, fluorogenic substrate, fluorescence. P19174. AID 720700. inhibition, % at 12.2 µM. actives 0.84% (n = 370,000); in the data active means inhibition above about 9.5%
hcDAF12 agonist: H. contortus DAF-12 activation, primary screen. HEK293 hcDAF-12 lit1-tk-luc reporter, luminescence; 0% DMSO, 100% Δ7-dafachronic acid. activation, % at 6.8 µM. actives 1.4% (n = 370,000);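 active means activation above the mean of all tested compounds plus 3 SD, cut at about 5.5% in these data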;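 further: 100% = response to 3 µM Δ7-dafachronic acid high control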
ssDAF-12 act: activates DAF-12 receptor from parasite S. stercoralis | AID 652126 | HEK293 ssDAF-12/GRIP1 lit1-tk-luc reporter, luminescence; % of 3 µM dafachronic acid response | activation, % at 6.8 µM | actives 1% (n = 370,000);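 active means activation above the mean over all tested compounds plus 3 SD, cut at about 0.9% in these data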;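 further: 0% = DMSO-only wells and 100% = 3 µM delta7-dafachronic acid wells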
NR1D1 modulator: modulators of human Rev-erb alpha DNA binding. P20393. Rev-erbα–FITC-DNA binding, fluorescence polarization, 90 min. activity, % at 10 µM. actives 0.79% (n = 370,000). AID 1259318;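 active means activity above about 14%, limit read from the data; passing the limit was not always enough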;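 further: 0% = DMSO wells with 35 nM protein and 100% = DMSO wells with 750 nM protein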
SMARCA2 activ: SMARCA2 function activation, primary screen. MG213 cells, MMTV-luciferase reporter, dexamethasone, overnight. activation, % at 9.1 µM. actives 1% (n = 370,000). AID 652017; in the data active means activation above about 7.8%;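 further: 0% = vehicle wells and 100% = reference activator wells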
ADAM17 inh: inhibits human ADAM17. actives 0.83% (n = 370,000). AID 720648. inhibition, % at 6.95 µM. recombinant ADAM17, EDANS/DABCYL FRET peptide cleavage;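 active means inhibition above the mean of compounds lying between control limits plus 3 SD, set per campaign, cut at about 8.5% in these data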;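 further: 0% = DMSO-only wells as the low control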
Target sequence (P78536 215-824 limits assumed): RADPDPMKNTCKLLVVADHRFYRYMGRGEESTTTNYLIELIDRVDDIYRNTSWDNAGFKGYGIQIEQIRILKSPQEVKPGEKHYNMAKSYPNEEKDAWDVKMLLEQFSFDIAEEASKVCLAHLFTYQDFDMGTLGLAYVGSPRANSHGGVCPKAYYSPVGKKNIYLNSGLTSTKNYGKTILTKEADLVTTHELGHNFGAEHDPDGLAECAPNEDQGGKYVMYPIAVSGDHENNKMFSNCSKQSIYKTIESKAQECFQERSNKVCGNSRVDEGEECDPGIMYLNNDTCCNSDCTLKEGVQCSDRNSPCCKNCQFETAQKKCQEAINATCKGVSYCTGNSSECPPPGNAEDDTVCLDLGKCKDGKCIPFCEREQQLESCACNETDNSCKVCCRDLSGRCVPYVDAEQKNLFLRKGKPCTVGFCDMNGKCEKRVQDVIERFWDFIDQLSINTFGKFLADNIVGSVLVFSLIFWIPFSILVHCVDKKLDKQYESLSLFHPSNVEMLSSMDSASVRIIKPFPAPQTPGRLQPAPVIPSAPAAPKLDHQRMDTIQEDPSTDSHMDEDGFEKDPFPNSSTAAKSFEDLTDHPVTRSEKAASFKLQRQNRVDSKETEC
DAX1 inh-1: blocks DAX1 repression of SF-1 activated StAR promoter. HEK293T StAR-luciferase reporter, SF-1/DAX-1 repression relief. inhibition, % at 6.8 µM. actives 1.1% (n = 370,000). AID 652010;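 active means inhibition above the mean over all tested compounds plus 3 SD, cut at about 3.6% in these data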;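 further: 0% = DAX-1 cells with DMSO and 100% = cells lacking DAX-1 with DMSO; higher inhibition means more luminescence from relief of DAX-1 repression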
hgDAF12 agonist: hgDAF-12 agonism, primary luciferase screen; HEK293 GAL4-hgDAF12 UAS-luciferase reporter, agonist luminescence; normalized to butyrate control; activation, % at 6.8 µM; actives 1.8% (n = 370,000); AID 687014;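 active means activation above a cutoff set at the mean of all screened compounds plus 3 SD, cut at about 10% in these data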;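 further: 0% = DMSO wells and 100% = sodium butyrate wells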
DAX1 inh-2: inhibitors of human orphan nuclear receptor DAX1 (NR0B1). P51843. HEK293 Gal4-DAX1 luciferase reporter, luminescence. inhibition, % at 6.75 µM. actives 0.99% (n = 340,000). AID 504766;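 active means inhibition above the mean over all tested compounds plus 3 SD, cut at about 4.2% in these data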;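 further: 0% = DAX1-transfected cells with DMSO and 100% = empty-vector control cells with DMSO; inhibition shows as a rise in luminescence from relieved DAX1 repression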
MBD2 inh: blocks human MBD2 binding to methylated DNA. Q9UBB5. actives 0.31% (n = 370,000). AID 686964. TR-FRET, MBD2 binding to methylated oligonucleotide. inhibition, % at 4.4 µM; in the data active means inhibition above about 13%
* = called active by the depositor; / = not tested or not shown; & = joins results of further samples.

#	compound	hcDAF12 agonist	DAX1 inh-1	ssDAF-12 act	MBD2 inh	PLC-beta3 inh	ADAM17 inh
1	COc1ccc(CCC(=O)OCC(=O)c2ccc[nH]2)cc1OC	1.6	-0.2	-1.6	0	-4	-4
2	CC(C)(C)NC(=O)CSc1n[nH]c(=O)n1-c1ccccc1	-1.4	1.2	-1.8	-4	6	-1
3	COc1ccc(OC)c(N2C(=O)CC(Cc3cc(C)cc(C)c3)C2=O)c1 (centres undefined)	-1.7	-0.5	-1.7	-3	0	1
4	C/C(CC(=O)N(C(C)C)C(C)C)=N\NC(=O)c1ccccc1Br	2.4	0.4	-1.0	-1	2	3
5	N#C/C(=N\Nc1cccc([N+](=O)[O-])c1)C(=O)c1ccc(Br)cc1	-0.9	-2.1	-1.6	-1	2	1
6	CCC(C)NS(=O)(=O)c1ccc(OCC(=O)N2CCCC2)cc1 (centres undefined)	0.6	0.2	-1.3	1	5	3
7	CC(C)C[C@H]1CNC(=O)C(=O)N1CC1CCN(CC2CCC(C(C)(C)C)CC2)CC1 (some centres undefined)	0.0	4.1*	-1.1	-1	6	6
8	COc1ccccc1CNC(=O)C(NS(=O)(=O)c1ccc2c(c1)OCCO2)C(C)C (centres undefined)	-1.4	-0.2	-0.2	1	1	0
9	COc1ccc2c(c1)sc1nc(-c3ccccc3)cn12	-3.1	-1.9	-2.0	0	0	7
10	COc1cccc(OC)c1C(=O)Nc1nc2cc3c(cc2s1)OCO3	0.9	0.6	-1.4	0	-56	-29
11	NC(Cc1ccc(C(F)(F)F)cc1)c1csc(Nc2ccc(S(N)(=O)=O)cc2)n1 (centres undefined)	-2.2	0.2	-1.5	-1	-7	-4
12	O=C(c1nc[nH]c1C(=O)N1CCN(c2ccccc2)CC1)N1CCN(c2ccccc2)CC1	-2.1	-0.7	0.1	-1	-4	1

#	DAX1 inh-2	SMARCA2 activ	hgDAF12 agonist	NR1D1 modulator	PLCg1 inh
1	0.5	0	2.3	-4	0
2	0.3	1	-1.8	-2	3
3	-1.0	-4	-1.7	3	-2
4	-0.3	-1	4.6	-2	-1
5	-4.7	-6	-3.8	3	-2
6	0.4	-2	-2.5	-5	4
7	-0.9	-5	1.9	4	6
8	-0.4	-3	0.9	-1	2
9	-4.6	-3	-13	-3	4
10	-1.4	3	-0.2	0	-35
11	/	-4	-0.9	0	-10
12	-0.1	-1	-0.7	-8	0

Arranged by molecular weight (lowest first): 9 of the compounds above
#	compound	hcDAF12 agonist	DAX1 inh-1	ssDAF-12 act	MBD2 inh	PLC-beta3 inh	ADAM17 inh
9	COc1ccc2c(c1)sc1nc(-c3ccccc3)cn12	-3.1	-1.9	-2.0	0	0	7
1	COc1ccc(CCC(=O)OCC(=O)c2ccc[nH]2)cc1OC	1.6	-0.2	-1.6	0	-4	-4
3	COc1ccc(OC)c(N2C(=O)CC(Cc3cc(C)cc(C)c3)C2=O)c1 (centres undefined)	-1.7	-0.5	-1.7	-3	0	1
10	COc1cccc(OC)c1C(=O)Nc1nc2cc3c(cc2s1)OCO3	0.9	0.6	-1.4	0	-56	-29
4	C/C(CC(=O)N(C(C)C)C(C)C)=N\NC(=O)c1ccccc1Br	2.4	0.4	-1.0	-1	2	3
7	CC(C)C[C@H]1CNC(=O)C(=O)N1CC1CCN(CC2CCC(C(C)(C)C)CC2)CC1 (some centres undefined)	0.0	4.1*	-1.1	-1	6	6
8	COc1ccccc1CNC(=O)C(NS(=O)(=O)c1ccc2c(c1)OCCO2)C(C)C (centres undefined)	-1.4	-0.2	-0.2	1	1	0
11	NC(Cc1ccc(C(F)(F)F)cc1)c1csc(Nc2ccc(S(N)(=O)=O)cc2)n1 (centres undefined)	-2.2	0.2	-1.5	-1	-7	-4
12	O=C(c1nc[nH]c1C(=O)N1CCN(c2ccccc2)CC1)N1CCN(c2ccccc2)CC1	-2.1	-0.7	0.1	-1	-4	1

#	DAX1 inh-2	SMARCA2 activ	hgDAF12 agonist	NR1D1 modulator	PLCg1 inh
9	-4.6	-3	-13	-3	4
1	0.5	0	2.3	-4	0
3	-1.0	-4	-1.7	3	-2
10	-1.4	3	-0.2	0	-35
4	-0.3	-1	4.6	-2	-1
7	-0.9	-5	1.9	4	6
8	-0.4	-3	0.9	-1	2
11	/	-4	-0.9	0	-10
12	-0.1	-1	-0.7	-8	0

The results go on:
#	compound	hcDAF12 agonist	DAX1 inh-1	ssDAF-12 act	MBD2 inh	PLC-beta3 inh	ADAM17 inh
13	COc1ccc(CS(=O)(=O)CC2(O)CCN(C(=O)c3cccc(C(F)(F)F)c3)CC2)cc1	-1.8	-0.3	-1.6	1	1	-3
14	O=S(=O)(c1ccc(-c2csc(Nc3ccc(F)cc3)n2)cc1)N1CCCC1	-6.5	-3.4	-2.9	0	-143	-5
15	CC(=O)c1ccc(OCC(O)CN2CCN(Cc3ccc4c(c3)OCO4)CC2)cc1 (centres undefined)	0.7&-0.9	-0.3&-0.1	-0.3&-1.1	3&-7	7&5	-3&1
16	CCC(C)c1ccc(C(C)NC(=S)NC2CCCCC2)cc1 (centres undefined)	-2.2	-3.8	-1.4	1	-8	4
17	COc1ccc(NC(=S)N2CCC3CC2c2cc(-c4ccc5c(c4)OCO5)ccc23)c(OC)c1 (centres undefined)	-3.3	-2.3	-0.6	3	1	2
18	NC(=O)C1CCN(c2nc(-c3ccc(OCc4ccccc4)cc3)cs2)CC1	-3.1	/	-1.6	3	-4	-5
19	CCCCNC(=O)C[C@@H]1C(=O)N(CCc2ccc(Cl)cc2)C2=CCCCC[C@]21C(=O)OC	0.1	-0.8	-0.6	3	1	0
20	Fc1ccc(-c2ccnc3nc(N4CCN(c5ccccc5)CC4)nn23)cc1	-0.1	0.6	-0.4	-1	-2	1
21	CC1Sc2ccc(S(=O)(=O)N3CCC(C(=O)NCc4ccccc4)CC3)cc2NC1=O (centres undefined)	-1.5	-5.1	-1.3	-2	-7	-1
22	O=C1c2cccc3c([N+](=O)[O-])c(O)cc(c23)C(=O)N1Nc1ccccc1	0.1	0.3	-0.5	-20	1	0
23	COc1ccc(CNS(=O)(=O)CC2NCc3ccc(C)cc32)cc1 (centres undefined)	1.3	-0.4	-1.0	-4	-13	-4

#	DAX1 inh-2	SMARCA2 activ	hgDAF12 agonist	NR1D1 modulator	PLCg1 inh
13	0.4	-3	-2.0	-1	1
14	-1.4	-7	-6.4	-12	-117
15	1.9&3.4	3&-1	-2.4&-4.2	5&-6	2&3
16	-1.2	1	-2.8	5	2
17	/	-4	-2.8	8	4
18	/	/	3.9	-1	8
19	/	-1	-0.6	-4	0
20	0.2	4	-0.8	3	1
21	1.1	-4	-2.9	-7	-2
22	-0.1	2	0.3	-3	1
23	/	-4	-1.1	6	-8
